# D2 potentiator: positively modulates the human D2 dopamine receptor allosterically; 340,000 tested, 0.34% active; AID 485347; HEK293 T-REx D2, calcium flux, EC20 dopamine potentiation; potentiation, % at 10 µM;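 active = potentiation over 3 SD above the plate norm, cut at about 30% in these data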; note: 0% is about no effect
#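 Potentiation of an EC20 dopamine calcium response is measured in a force-coupled, tetracycline-inducible Hek293 Trex D2 line. Compound-only kinetic reads over 180 s flag agonists before dopamine addition.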
# D1 PAM: potentiators of human D1 dopamine receptor. 360,000 tested, 0.036% active. HEK293 TREx D1 cells, calcium flux, dopamine EC20 potentiation. potentiation, % at 10 µM. P21728. AID 504651; in the data active = potentiation above about 30%; note: 0% is about no effect
# Target sequence (P21728 whole entry, looked up): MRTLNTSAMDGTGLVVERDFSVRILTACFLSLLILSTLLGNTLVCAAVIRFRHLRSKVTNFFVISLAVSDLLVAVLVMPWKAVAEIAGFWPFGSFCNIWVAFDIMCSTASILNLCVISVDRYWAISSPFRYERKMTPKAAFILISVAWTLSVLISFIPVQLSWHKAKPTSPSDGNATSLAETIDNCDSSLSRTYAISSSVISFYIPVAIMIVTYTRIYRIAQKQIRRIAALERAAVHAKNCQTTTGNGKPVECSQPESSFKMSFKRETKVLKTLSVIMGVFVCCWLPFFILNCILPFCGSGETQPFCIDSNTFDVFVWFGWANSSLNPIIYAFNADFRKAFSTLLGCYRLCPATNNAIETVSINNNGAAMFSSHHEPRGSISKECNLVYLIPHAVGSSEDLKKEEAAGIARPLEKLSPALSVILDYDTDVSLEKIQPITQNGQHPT
# D2 antagonist: antagonists of human D2 dopamine receptor; P14416; HEK293 TREx D2 cells, calcium flux, dopamine EC80; inhibition, % at 10 µM; 340,000 tested, 2% active; AID 485344; in the data active = inhibition above about 30%; note: 0% is about no effect
#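 Tetracycline-induced HEK293 T-REx cells expressing D2 force-coupled to calcium signalling were dye-loaded, exposed to compound for 180 s, then challenged with an EC80 of dopamine; calcium flux was followed kinetically for a further 180 s.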
# D1 antag: human D1 dopamine receptor antagonism; HEK293 TREx D1 cells, calcium flux, dopamine EC80; stronger effect = lower value; activity change, negative = inhibition, % at 10 µM; P21728; 360,000 tested, 3.2% active; AID 504652; in the data active = activity change below about -30%; note: % is set by controls: 0 for no effect and ±100 for the full control effect
#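 Inducible Hek293 Trex D1 cells (tetracycline, overnight, 30 C). Calcium dye 30–90 min RT. Antagonist mode: EC80 dopamine added after 180 s compound read.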
# D2 agonist: D2 dopamine receptor (human) agonism. P14416. 340,000 tested, 0.53% active. HEK293 T-REx D2 cells, calcium flux agonist mode. activation, % at 2 µM;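 active = activation over 3 SD above normal in the single-dose calcium agonist read, cut at about 30% in these data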; note: 0% is about no effect
#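 Agonism is scored from calcium flux in a force-coupled, inducible HEK293 cell line expressing D2, read kinetically for 180 s after compound addition against dopamine controls.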
# TRHR PAM: allosteric enhancers of human TRH receptor | P34981 | TRHR cells, fluo-8 calcium fluorescence, EC20 TRH enhancement | enhancement, % at 2 µM | 360,000 tested, 0.66% active; in the data active = enhancement above about 30%; note: 0% is about no effect
# Target sequence (P34981 whole entry, looked up): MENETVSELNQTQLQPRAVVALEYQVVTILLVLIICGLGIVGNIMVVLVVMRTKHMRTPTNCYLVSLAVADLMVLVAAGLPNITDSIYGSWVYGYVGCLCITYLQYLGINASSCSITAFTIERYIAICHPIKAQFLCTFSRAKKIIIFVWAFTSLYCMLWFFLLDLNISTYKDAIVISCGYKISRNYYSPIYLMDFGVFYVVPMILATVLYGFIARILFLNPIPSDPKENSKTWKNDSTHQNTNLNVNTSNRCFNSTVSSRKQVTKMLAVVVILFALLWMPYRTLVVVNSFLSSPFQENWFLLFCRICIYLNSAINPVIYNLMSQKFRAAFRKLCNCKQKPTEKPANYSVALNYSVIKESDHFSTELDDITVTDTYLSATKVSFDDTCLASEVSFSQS
#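 Enhancer read-out: after compound pinning and an initial kinetic agonist-mode read, an EC20 of TRH (10 nM final) was injected and fluo-8 calcium signal (Ex 480/Em 530) followed at 1 s/cycle for 100 cycles in TRHR-expressing cells.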
# TRHR ag: agonists of human TRH receptor | TRHR cells, calcium flux fluo-8, FDSS agonist mode | activation, % at 2 µM | 360,000 tested, 0.18% active | AID 493084; note: 0% is about no effect
#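 Read-out: compound-evoked intracellular calcium rise in TRHR cells, fluo-8 dye, kinetic FDSS fluorescence at 1 s/cycle following a 10-cycle baseline. Cells cultured overnight before dye loading (30 min–1.5 h, RT).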
# D1 agonist: activates the human D1 dopamine receptor | P21728 | HEK293 T-REx D1 cells, calcium flux, agonist mode | activation, % at 2 µM | 360,000 tested, 1% active; note: 0% is about no effect
#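 Agonism was scored from calcium flux recorded over 180 s (1 read/s) after pintool compound addition, following a 10-cycle baseline. Cells were inducible force-coupled HEK293 TREx D1, plated overnight at 30 C and loaded with no-wash calcium dye.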
# RXFP1 antagonist: antagonists of human relaxin receptor RXFP1 | Q9HBX9 | HEK293-RXFP1, relaxin-stimulated cAMP HTRF, 30 min; stronger effect = lower value | activity change, negative = inhibition, % at 57.5 µM | 350,000 tested, 0.59% active;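 active = activity change of -60% or lower, but not beyond a set lower limit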; note: % is set by controls: 0 for no effect and ±100 for the full control effect
# Numbers without * were called inactive; x = not tested or not shown. Cut-off read from the data, not from the text of the source, unless noted: active = activation above about 30%; inactive = the rest. This is a random part of the collection. About 7.3% of those tested had a hit in this group.
SMILES,D2 potentiator,D1 PAM,D2 antagonist,D1 antag,D2 agonist,TRHR PAM,TRHR ag,D1 agonist,RXFP1 antagonist
Cc1cc(C)cc(N2CC(c3nc(-c4ccccc4C)no3)CC2=O)c1 (stereo not drawn),-2,-4,x,-5,0.6,2,1.1,16,-14
COc1cccc(C2=NOC(C(=O)NCc3cccnc3)C2)c1 (stereo not drawn),5,-3,4,4,-0.5,-10,0.2,4,-4
N#Cc1c(N)nc2c3c(sc(=N)c2c1N)NC(=O)CC3c1c(F)cccc1Cl (stereo not drawn),-1,-7,-4,1,-1.6,-4,-0.1,5,8
COc1cc(OC)c(NS(=O)(=O)c2cc3c(cc2C)NC(=O)CO3)cc1Cl,x,-4,x,-5,-0.3,5,0.2,1,7
CCc1c(O)nc(SCC(=O)Nc2ccccc2OC)n(-c2ccccc2C)c1=O,-8,-5,-10,0,0.2,4,-0.5,6,-18
Cc1cccc(N2CCN(C(=O)CN3C(=O)COc4ccc(S(=O)(=O)N5CCCC5)cc43)CC2C)c1 (stereo not drawn),8,1,x,-8,x,-2,0.0,-1,x
O=C1CCC(=O)N1c1ccc(NCc2ccccc2Cl)c([N+](=O)[O-])c1,3,-3,9,-4,-0.9,6,-0.1,2,27
COCCn1c(SCC(=O)c2cccc(OC)c2)nnc1-c1ccco1,3,1,-11,-20,0.2,-1,0.0,1,-3
COc1ccc(OC)c(S(=O)(=O)n2ccnc2C)c1,x,-4,x,4,x,0,0.1,3,1
c1ccc(-n2nc3ccccc3n2)cc1,-7,2,-4,-2,-0.3,4,-0.3,1,-16
COCCN1CN=C(Nc2nc(C)c3ccc(C)cc3n2)NC1,1,-3,-4,11,0.0,-5,0.5,3,x
Cc1ccc(NC(=O)CSC(C)C(=O)NCCc2ccccn2)cc1 (stereo not drawn),6,7,4,7,0.4,3,-1.1,-4,1
CCOc1ccc(NC(=O)N2CCN(Cc3ccc4c(c3)OCO4)CC2)cc1,1,-9,4,-78*,-0.1,1,-2.2,2,-5
COc1ccc(Cl)cc1NC(=O)c1cc(S(=O)(=O)N2CCC(C)CC2)cn1C,-5,5,x,8,-1.1,-6,0.0,1,x
CCn1c2ccccc2c2cc(NC(=O)CSc3nnc(-c4cccc(OC)c4)n3N)ccc21,6,3,-24,-8,1.3,11,1.1,2,-1
O=C(c1ccco1)N1CCN(C2CC(=O)N(c3ccc4c(c3)OCO4)C2=O)CC1 (stereo not drawn),-8,-1,10,11,0.1,2,-0.2,7,6
COc1ccc(CNC(=O)CN2CCN(C(c3ccccc3)c3ccccc3)CC2)cc1,-10,-4,30,2,1.3,-1,-0.9,6,-25
CC[n+]1c(/C=C/C=C/N(C(C)=O)c2ccccc2)sc2cc(OC)ccc21,-14,-7,15,-7,73*,3,23,56*,-2
CCCNC(=O)c1ccc2c(c1)N=C(CCC)c1ccccc1S2,-6,-1,x,-24,6.8,-11,2.6,11,x
CC(=O)C1=C(c2ccccc2)NC(=O)NC1c1ccc2c(c1)OCO2 (stereo not drawn),-1,-3,9,27,0.7,21,0.3,1,-12
Cc1ccc(-n2nc3c(c2NC(=O)CC(C)C)CS(=O)(=O)C3)cc1,-3,-6,8,-15,0.1,-2,0.3,7,9
COc1ccc(N2CCN(c3ccc(-c4nc(-c5cccc(C)c5)no4)cc3[N+](=O)[O-])CC2)cc1,0,0,x,-2,x,1,0.4,3,x
CCS(=O)(=O)N1CC(=O)N(c2ccc(C)c(C)c2)C(C)(C(=O)NC2CCCCCC2)C1 (stereo not drawn),-11,5,x,10,x,-1,-0.5,0,-14
CCOC(=O)c1c(NC(=O)CSc2nc3cc(Cl)ccc3s2)sc(C(C)=O)c1C,1,-5,5,1,0.1,-2,1.0,5,x
COc1ccc(C2=NN(C(=O)COc3ncnc4ccccc34)C(c3ccco3)C2)cc1 (stereo not drawn),2,-3,9,-4,0.4,3,1.3,0,-10
CC1CCCC(C)N1C(=O)CN1CCN(c2nc(-c3ccc(F)cc3)cs2)CC1 (stereo not drawn),14,4,-13,-17,0.7,5,1.0,13,-22
Cc1nn(C)c(C(=O)NC(=S)Nc2ccccc2O)c1Cl,8,-8,4,-41*,0.8,0,-0.1,2,16
Cc1ccc2[nH]c(=O)c(C(c3nnnn3CCc3ccccc3)N3CCOCC3)cc2c1 (stereo not drawn),0,-1,-1,2,0.2,0,0.7,1,-11
CCOC(=O)/C=c1\s/c(=C\c2ccc3cc(OC)ccc3c2)c(=O)n1CC(=O)NCC1CCCO1 (stereo not drawn),1,-3,11,0,0.3,-2,4.0,3,-10
O=C(COC(=O)COc1ccccc1[N+](=O)[O-])Nc1cccc(Br)c1,9,-4,-9,-14,-0.9,1,-0.2,6,2
O=C(Cn1c(=O)oc2ccccc21)NC(=O)NCc1ccccc1,1,3,3,1,1.0,-1,1.0,24,-3
CCOC(=O)/C(C#N)=C/c1ccc(-c2ccsc2C(=O)OC)o1,2,-3,-11,1,0.4,2,0.3,1,18
COc1ccccc1Cc1nc2ccccc2nc1SCC(=O)NCc1ccc(F)cc1,8,2,x,0,0.8,0,0.2,1,0
C=CCNC(=O)c1ccc(N(Cc2ccc(Cl)cc2)S(C)(=O)=O)cc1,12,-20,15,2,0.3,7,0.9,5,0
CSCCC(NS(=O)(=O)c1ccc(C)cc1)C(=O)N1CCN(C(C)=O)CC1 (stereo not drawn),5,-12,8,-5,0.2,0,0.2,0,-9
Cc1nc(S(=O)(=O)Nc2ccc3c(c2)OCCO3)cn1C,-1,-1,-6,-6,0.1,-5,0.2,1,0
Cc1ccc(C(=O)NCC(c2cccnc2)N2CCc3ccccc32)cc1C (stereo not drawn),-4,1,x,5,0.0,10,0.8,0,-29
CN(C)NC(=S)NC1CCS(=O)(=O)C1 (stereo not drawn),1,-2,-11,-15,-0.1,1,1.4,2,-14
O=C(O)c1ccc(NC(=O)c2ccccc2NC(=O)c2ccccc2Br)cc1,2,2,-8,2,0.3,-3,-0.1,1,-4
O=C(CNC1CCCCC1)Nc1cccc(C(F)(F)F)c1,-10,-3,-2,2,1.3,-4,-0.5,2,-6
CCOc1cccc2c1OC1(C)CC2NC(=O)N1Cc1ccccc1 (stereo not drawn),x,-5,x,-24,x,-3,-0.7,2,5
COc1ccc(C(CNC(=O)C(C)Oc2ccc(Br)cc2)N2CCCC2)cc1 (stereo not drawn),-35,4,41*,6,0.3,-9,1.4,4,-4
COc1ccc(S(=O)(=O)NC2CC(=O)N(c3ccc4c(c3)OCCO4)C2)cc1 (stereo not drawn),1,-5,-15,-10,-0.3,8,0.0,3,4
CCOC(=O)c1cccc(NC(=O)c2ccc3nc(Cc4ccccc4)oc3c2)c1,12,0,x,-1,0.7,4,1.2,6,-12
COC(=O)c1ccc2c(=O)n(CCN3CCOCC3)c(SCC(=O)Nc3ccc(C)cc3)nc2c1,9,-4,-1,3,-1.5,-3,0.4,0,-2
COCCCN(Cc1ccco1)C(=O)Cn1ncc2c(=O)oc3ccc(C)cc3c21,-9,-5,8,-4,-2.7,-5,0.5,6,6
CCCCC(=O)NCc1ccc(Cl)cc1,10,-1,-8,5,-0.4,8,-0.4,1,5
CC(=O)N(/N=C/c1cccc(C)c1)c1nc(-c2ccc(Br)cc2)cs1,9,5,-8,-8,-0.5,3,-0.9,6,12
OC1(c2cn(Cc3ccccc3)nn2)CCCCC1,8,3,13,5,0.9,-4,0.0,1,4
O=C(Cc1cccs1)N(CC1CCCO1)C1(C(=O)NC2CCCCC2)CCCCC1 (stereo not drawn),-7,-4,34*,-5,1.5,0,2.6,3,-7

# Taken from the entries so far for reference:
SMILES,D2 potentiator,D1 PAM,D2 antagonist,D1 antag,D2 agonist,TRHR PAM,TRHR ag,D1 agonist,RXFP1 antagonist
CN(C)NC(=S)NC1CCS(=O)(=O)C1 (stereo not drawn),1,-2,-11,-15,-0.1,1,1.4,2,-14
O=C(O)c1ccc(NC(=O)c2ccccc2NC(=O)c2ccccc2Br)cc1,2,2,-8,2,0.3,-3,-0.1,1,-4
O=C(CNC1CCCCC1)Nc1cccc(C(F)(F)F)c1,-10,-3,-2,2,1.3,-4,-0.5,2,-6
CCOc1cccc2c1OC1(C)CC2NC(=O)N1Cc1ccccc1 (stereo not drawn),x,-5,x,-24,x,-3,-0.7,2,5
COc1ccc(C(CNC(=O)C(C)Oc2ccc(Br)cc2)N2CCCC2)cc1 (stereo not drawn),-35,4,41*,6,0.3,-9,1.4,4,-4
COc1ccc(S(=O)(=O)NC2CC(=O)N(c3ccc4c(c3)OCCO4)C2)cc1 (stereo not drawn),1,-5,-15,-10,-0.3,8,0.0,3,4
CCOC(=O)c1cccc(NC(=O)c2ccc3nc(Cc4ccccc4)oc3c2)c1,12,0,x,-1,0.7,4,1.2,6,-12
COC(=O)c1ccc2c(=O)n(CCN3CCOCC3)c(SCC(=O)Nc3ccc(C)cc3)nc2c1,9,-4,-1,3,-1.5,-3,0.4,0,-2
COCCCN(Cc1ccco1)C(=O)Cn1ncc2c(=O)oc3ccc(C)cc3c21,-9,-5,8,-4,-2.7,-5,0.5,6,6
CCCCC(=O)NCc1ccc(Cl)cc1,10,-1,-8,5,-0.4,8,-0.4,1,5

# More structures.
SMILES,D2 potentiator,D1 PAM,D2 antagonist,D1 antag,D2 agonist,TRHR PAM,TRHR ag,D1 agonist,RXFP1 antagonist
Cc1ccc(C)c(NC(=O)c2nnn(CC(=O)Nc3cccc(C)c3C)c2N)c1,-4,1,x,3,-0.2,5,1.5,1,9
CNC(=O)c1ccc(N(Cc2ccccc2C)S(C)(=O)=O)cc1,6,-4,-13,1,3.9,-1,0.2,3,6
O=C(CSc1nccc(=O)[nH]1)c1ccco1,-5,-4,9,-2,0.2,-4,0.3,1,2
O=C(/C=C/c1cccc(Br)c1)N1CCN(c2cccc(C(F)(F)F)c2)CC1,-7,0,-4,1,-0.4,2,0.9,11,-6
CC1CCCCC1NC(=O)CN1c2cccc3cccc(c23)S1(=O)=O (stereo not drawn),6,-5,15,-10,0.4,1,0.0,4,-8
COc1ccc(C(=O)NCC(=O)OCc2nc(N)nc(Nc3ccccc3C)n2)cc1,-17,-3,-5,-8,-0.4,-10,-1.7,2,-8
Cc1cc(NC(=O)Cn2c(=O)n(Cc3ccccc3)c(=O)c3ccccc32)no1,-3,-1,-9,19,0.8,-1,0.2,5,-3
O=C(N/N=C/c1ccc(Cl)s1)C(O)c1ccccc1 (stereo not drawn),-9,-11,4,-37*,0.7,24,-2.2,4,-5
O=C(NCc1ccccc1CN1CCCC1)c1ccc(OCc2cscn2)cc1,-7,x,35*,-17,0.7,4,0.7,13,0
CCc1ccc2occ(CC(=O)Nc3c(C(=O)Nc4ccc(OC)cc4)oc4ccccc34)c2c1,-1,-1,x,-8,1.0,21,0.5,1,-2
CC(CCCCCCCCC(=O)O)N(CCO)C(=O)OC(C)(C)C (stereo not drawn),7,1,-2,x,0.2,-1,0.2,0,x
Oc1ccc2ccccc2c1CNn1cnnc1,-7,-4,33*,-12,0.2,-10,0.4,0,-20

# Compound activity as filed in PubChem BioAssay.
